Screening results deposited in PubChem BioAssay by several laboratories.
S1P3 antagonist = blocks the human S1P3 receptor | Q99500 | CHO S1P3 NFAT-BLA reporter, FRET fluorescence, antagonist mode | inhibition, % at 4.98 µM | hit rate 0.27% among 170,000;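 active = inhibition above the plate cutoff, the mean inhibition of test wells on that plate plus 3 SD, cut at about 28% in these data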;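 note: cells challenged with S1P at its EC80 of 0.8 µM; blue over green emission ratio from cleaved BLA substrate after 4 h stimulation; 0% = S1P-stimulated wells and 100% = unstimulated DMSO-only wells; some compounds past the cut are filed as inactive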
PMI activator = increases human mannose-6-phosphate isomerase activity. P34949. purified human PMI, coupled resazurin fluorescence, 20 min; hits give high values; 1 = vehicle control, 0 substrate-free wells. activation factor at 20 µM. hit rate 0.005% among 190,000. AID 1214;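 active = activation factor of 2 or more at 20 µM, relative to plate controls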
Target sequence (P34949 whole entry, looked up): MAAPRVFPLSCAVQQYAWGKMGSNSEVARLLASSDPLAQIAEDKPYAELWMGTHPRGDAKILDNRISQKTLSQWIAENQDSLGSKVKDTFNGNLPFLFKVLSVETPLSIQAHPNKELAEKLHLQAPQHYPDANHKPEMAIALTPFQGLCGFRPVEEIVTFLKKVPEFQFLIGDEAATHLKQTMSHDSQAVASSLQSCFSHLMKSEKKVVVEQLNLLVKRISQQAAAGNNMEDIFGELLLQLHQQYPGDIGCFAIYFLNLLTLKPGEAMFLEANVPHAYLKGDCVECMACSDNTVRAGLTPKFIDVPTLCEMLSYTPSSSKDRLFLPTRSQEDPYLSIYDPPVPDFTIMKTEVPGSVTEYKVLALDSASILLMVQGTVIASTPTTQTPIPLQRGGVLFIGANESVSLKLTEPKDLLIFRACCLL
Efa HMGR inh = blocks class II HMG-CoA reductase of Enterococcus faecalis; inhibition, % at 10 µM; AID 1066; hit rate 0.41% among 190,000; purified E. faecalis HMGR, NADPH absorbance 340 nm kinetic;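 active = inhibition above a set limit, the median over all tested compounds plus 3 SD, cut at about 9.5% in these data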;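 note: enzyme runs in reverse so mevalonate oxidation gives rising NADPH absorbance; 0% = complete reaction with DMSO and 100% = background rate lacking mevalonate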
RAM network inh = blocks the yeast RAM network; S. cerevisiae dse1pr::URA3 reporter, 5-FOA growth OD615, 2 d; analog-sensitive cbk1-as2 kinase mutant strain; inhibition, % at 50 µM; hit rate 1.8% among 190,000; AID 868;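 active = inhibition above a set limit, 3 SD over mean compound inhibition, cut at about 8.4% in these data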;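 note: 0% = DMSO-only wells with no growth and 100% = 10 µM 1-NA-PP1 full growth; inhibition rescues growth on 5-FOA so higher OD means more RAM inhibition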
Lmaj promast = inhibitors of Leishmania major promastigote growth; hit rate 9% among 200,000; inhibition, % at 10 µM; AID 1063; Leishmania major promastigotes, resazurin fluorescence viability; in the data active = inhibition above about 50%;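 note: promastigotes grown with compound for 44 hours at 28 °C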
TNAP inh no acc = blocks human TNAP activity with no phosphate acceptor present; P05186; purified TNAP, CDP-star luminescence, 30 min; inhibition, % at 20 µM; hit rate 0.26% among 200,000; AID 1012;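 active = tissue-nonspecific alkaline phosphatase inhibition above about 50% at 20 µM in the single-dose screen, limit read from the data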;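 note: 0% = DMSO negative control and 100% = EDTA positive control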
Target sequence (P05186 whole entry, looked up): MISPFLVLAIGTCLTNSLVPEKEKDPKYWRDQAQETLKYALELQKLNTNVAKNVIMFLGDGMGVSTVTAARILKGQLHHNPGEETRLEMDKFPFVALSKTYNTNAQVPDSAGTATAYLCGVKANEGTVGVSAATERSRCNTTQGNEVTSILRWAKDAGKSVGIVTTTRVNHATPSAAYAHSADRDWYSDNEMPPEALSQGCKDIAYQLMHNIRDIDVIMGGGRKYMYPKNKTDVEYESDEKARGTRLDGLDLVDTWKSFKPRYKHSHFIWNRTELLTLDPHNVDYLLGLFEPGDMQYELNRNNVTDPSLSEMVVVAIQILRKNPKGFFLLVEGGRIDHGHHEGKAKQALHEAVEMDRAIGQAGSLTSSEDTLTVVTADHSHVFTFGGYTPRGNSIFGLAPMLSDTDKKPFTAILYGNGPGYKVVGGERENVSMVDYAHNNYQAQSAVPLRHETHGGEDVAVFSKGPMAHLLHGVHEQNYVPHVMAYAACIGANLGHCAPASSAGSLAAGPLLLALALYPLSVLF
PMI act satM6P = activators of human phosphomannose isomerase at near-saturating mannose 6-phosphate | AID 1216 | activation factor at 20 µM | coupled PMI enzyme assay, resazurin fluorescence, 20 min; hits give high values; 1 = untreated enzyme, 0 = substrate-free blank | hit rate 0.34% among 190,000 | P34949;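 active = activation factor of 2 or more at 20 µM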
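Test system: human phosphomannose isomerase with PGI, G6PDH, diaphorase coupling enzymes; Amount: PMI at 15 ng/mL final; Reagent: Mannose-6-phosphate 1.0 mM (near-saturating) plus 0.22 mM NADP+; Timing: 20 min, room temperature; Technique: resorufin fluorescence at Ex 544/Em 590 nm; Dosing: 20 µM single dose.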
Hsp70 activator = transcriptional activators of Hsp70 | activation, % at 10 µM | hit rate 0.04% among 200,000 | HeLa Hsp70 promoter luciferase reporter, luminescence; scaled: vehicle 0, proteasome-inhibitor control 100%;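 active = activation above the mean across all tested compounds plus 3 SD, cutoff set per campaign, cut at about 5.5% in these data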;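 note: 100% = MG132 at 30 µM as the positive control and 0% = DMSO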
TNAP inh hi DEA = TNAP (human) inhibition, high acceptor; purified TNAP, CDP-star luminescence, 1 M DEA; hit rate 0.03% among 200,000; P05186; inhibition, % at 20 µM;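 active = over 50% inhibition of tissue-nonspecific alkaline phosphatase at 20 µM in the single-dose screen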;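 note: plate controls were DMSO wells for no effect and EDTA-quenched wells as full inhibition for full effect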
DTT redox prof = compounds producing H2O2 with reducing agent – biochemical, NIH compound library profiling, artefact control for MLSCN library redox annotation, primary screen; DTT-dependent redox cycling H2O2, phenol red/HRP absorbance; 100% = 100 µM peroxide control, 0% = buffer; activation, % at 10 µM; hit rate 0.03% among 200,000;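 active = activation of at least 50% relative to the plate's high and low controls in the primary single-dose screen; inactive = activation below 50%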;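 note: compound incubated with DTT at 0.8 mM final as the reducing agent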
An asterisk follows results filed as active; nt = no result given. This is a random part of the collection; any-hit rate near 12%.

Order of values: S1P3 antagonist	PMI activator	Efa HMGR inh	RAM network inh	Lmaj promast	TNAP inh no acc	PMI act satM6P	Hsp70 activator	TNAP inh hi DEA	DTT redox prof
O=[N+]([O-])c1ccccc1S(=O)(=O)N1CCCCC1
 : 5	1.1	-7	0.6	-2	3	1.3	-0.3	-2	-0.6
Cc1ccc(Cn2c(SCC(=O)N3CC(=O)Nc4ccccc43)nc3ccccc3c2=O)cc1
 : -20	0.9	-2	4.4	9	-5	1	-0.5	-6	0.4
Cc1c(Cl)cnc(NC(=O)COC(=O)c2nn(C)c(=O)c3ccccc23)c1Cl
 : -12	0.9	0	0.2	-2	4	1	-0.4	2	0.5
COc1ccc(CNc2nc3c(c(=O)n(Cc4ccc(Cl)cc4)c(=O)n3C)n2C)cc1
 : -6	1	-2	7.0	-3	-4	1	-0.2	-6	2.1
Cc1cccc(C(=O)NNc2ncnc3c2cnn3C)c1
 : -15	1	-1	1.4	-7	-175	1	0.4	-2	0.0
COCCCNC(=O)c1cc2cc([N+](=O)[O-])cc(OC)c2oc1=O
 : -15	1.2	-1	0.2	-4	21	1.1	-0.1	26	-1.1
CN(C)c1nc(NCc2ccccc2)nc(N/N=C/c2ccc(Cl)cc2Cl)n1
 : nt	1	2	8.3	47	-5	1	-0.1	-1	-4.3
CC(C)OC(=O)c1cccnc1SCC(=O)N(C)c1ccccc1
 : nt	1.1	0	0.5	1	22	1	0.1	-4	-0.1
O=C(NCc1ccccc1)C1=C[C@H](c2ccc3c(c2)OCO3)C[C@H](OCCCCO)O1
 : 20	0.7	-2	3.0	5	-3	0.4	0.1	-5	-1.0
COc1cccc(CNC(=O)C2CCN(c3cnccn3)CC2)c1
 : -6	1.1	-6	-1.2	-5	-3	1	-0.1	-3	0.5
COC(=O)c1sc(C(=O)OC)c(C(=O)OC)c1C(=O)OC
 : -12	1	-2	1.2	-2	-8	1	-0.5	-1	-0.5
Cc1nn(-c2ccccc2)c(N2CCCC2)c1/C=N/NC(=O)C1CC1
 : -10	1	-3	1.2	19	-10	1	-0.4	-5	-2.0
COCCNC(=O)/C(=C/c1ccccc1Cl)c1ccccc1
 : -25	1.3	-4	-0.8	5	-7	0.7	-0.1	2	-0.1
COc1ccc(C2C3=C(N=C4SCC(=O)N42)c2ccccc2CC3)cc1 (stereo unspecified)
 : 6	0.8	0	0.7	4	1	0.6	-0.5	-8	3.3
CC(C)=CC1C=C(C)C(C)C2C(=O)NNC(=O)C12 (stereo unspecified)
 : nt	1	0	1.5	-2	-8	1	-0.5	-1	0.1
Cc1cccc(OCC(=O)O/N=C(\N)c2ccc(Cl)cc2)c1
 : nt	1	-2	4.6	-2	-2	1	-0.1	-2	-3.8
CC(=O)c1coc2ccc(OCCN3CCCCC3)cc12
 : -13	0.9	-1	0.9	91*	2	1	0.6	-6	-0.3
COc1ccc(Oc2nc(C)cc(C)c2C#N)cc1
 : 22	1	-1	0.3	-1	-13	1	-0.3	3	-2.7
Cc1ccc(NC(=O)c2cc(C)nn2-c2ccccc2)cc1
 : nt	1	-3	0.2	4	-9	1.1	-0.5	-1	-1.0
Cc1ccccc1NC(=O)C(C)c1cccc(C(=O)c2ccccc2)c1 (stereo unspecified)
 : nt	0.9	-1	5.8	-2	-3	0.9	-0.3	0	-5.0

Brought forward from above: 2 entries; new compounds follow.
Order of values: S1P3 antagonist	PMI activator	Efa HMGR inh	RAM network inh	Lmaj promast	TNAP inh no acc	PMI act satM6P	Hsp70 activator	TNAP inh hi DEA	DTT redox prof
Cc1ccc(NC(=O)c2cc(C)nn2-c2ccccc2)cc1
 : nt	1	-3	0.2	4	-9	1.1	-0.5	-1	-1.0
Cc1ccccc1NC(=O)C(C)c1cccc(C(=O)c2ccccc2)c1 (stereo unspecified)
 : nt	0.9	-1	5.8	-2	-3	0.9	-0.3	0	-5.0
CN(CCNC(=O)C1CCN(S(=O)(=O)N2CCOCC2)CC1)CCc1ccccc1
 : 5	1	-6	1.2	3	-6	1	-0.1	-4	-0.2
CSc1ccc(CN(C)C(C)C(=O)NCc2ccccc2)cc1 (stereo unspecified)
 : -3	1	0	0.7	2	-9	1.1	-0.1	-2	-0.3
CCn1c(CNC(=O)c2ccccc2F)nnc1SCCOc1ccccc1
 : 4	1	-2	1.4	-2	11	1	0.1	-1	-0.7
O=C(Nc1nc2cc3c(cc2s1)OCO3)C1=COCCO1
 : -15	1	-6	3.7	33	2	0.8	-0.6	-1	-0.4
COCCNc1ncnc2c1cnn2Cc1ccc(Cl)cc1
 : 10	1	3	2.0	8	0	0.9	-0.4	-3	1.1
CCS(=O)(=O)N1Cc2ccccc2CC1C(=O)Nc1nc2ccccc2[nH]1 (stereo unspecified)
 : -2	1	0	1.1	3	-16	1	0.1	-7	0.1
O=c1c2ccccc2nc(SCCN2CCOCC2)n1CCc1ccccc1
 : -6	1	1	-0.9	4	-10	0.9	0.0	-6	-0.4
COc1cccc(OC)c1C(=O)Nc1ccc(S(=O)(=O)Nc2cc(C)nc(C)n2)cc1
 : nt	1	-3	0.9	-6	-10	1	0.1	-4	0.1
Cc1c(C=O)c(Cl)n(C)c(=O)c1C#N
 : -12	1	-4	-0.6	-7	2	0.5	-0.3	-6	-1.9
CCN1C(=O)c2ccc(C(=O)NCc3ccc4c(c3)OCO4)cc2C1=O
 : nt	1	0	3.4	-4	-10	1	-0.2	-6	0.2
CCCCC1CCC(c2nc(-c3cccnc3)no2)CC1 (stereo unspecified)
 : -14	0.9	-7	-2.3	-6	-17	0.9	-0.1	-3	0.2
O=C(NCCN1CCOCC1)c1cc2c(=O)n3ccccc3nc2n1Cc1ccccc1
 : -12	1.1	-4	1.7	15	-19	1	-0.4	-4	1.0
C/C(CC(=O)Nc1cc(Cl)ccc1Cl)=N\NC(N)=S
 : nt	1.1	-6	-0.6	-2	10	1.1	-0.1	-4	3.2
C=CCOC(=O)C1=C(C)NC(=O)NC1c1ccc(Cl)cc1 (stereo unspecified)
 : -6	1	-7	1.6	1	-18	0.9	-0.1	-10	0.3
Cc1cnc(C(=O)Nc2cccc3cccnc23)cn1
 : -3	1.1	-4	3.2	97*	-29	1	0.2	-6	0.8
CCCCCC(=O)NC(=S)Nc1ccc(N2CCOCC2)cc1
 : -15	1	-4	0.7	46	-3	0.9	0.0	5	0.2
Cc1ccccc1CSc1nccn1-c1ccccc1
 : nt	0.8	0	0.4	4	0	1	-0.1	5	18
Cc1cc(C)cc(NC(=O)C/C(N)=N/O)c1
 : nt	1.1	-4	0.3	-6	4	1	-0.6	-1	-1.1
Cc1cc(C)n2nc(SCC(=O)Nc3c(C)n(C)n(-c4ccccc4)c3=O)nc2n1
 : nt	0.9	-1	4.3	-7	-11	0.9	-0.5	-2	3.0
CCOC(=O)CSC(CC)C(=O)Nc1nnc(C(C)C)s1 (stereo unspecified)
 : -38	0.9	4	-0.3	-1	-4	1	0.0	1	0.3
O=C1CC(N2CCN(c3ccccc3Cl)CC2)C(=O)N1c1cccc(F)c1 (stereo unspecified)
 : 5	0.9	-4	1.0	3	-9	0.9	-0.3	-1	-3.1
Cc1ccc(NC2=CC(=O)CC(c3ccc(Cl)cc3)C2)cc1 (stereo unspecified)
 : 1	1	4	2.2	13	-8	1	-0.5	-1	0.3
C#CCOCCOCCOCCNc1nc(N2CCN(C(=O)[C@H]([C@@H](C)CC)n3cc([C@@H](N)Cc4ccc(O)cc4)nn3)CC2)nc(N2CCN(C(=O)[C@H](Cc3ccc(O)cc3)n3cc([C@@H](N)C(C)CC)nn3)CC2)n1 (stereo partly specified)
 : -27	0.9	1	2.4	2	-26	1	0.2	-3	-1.4
O=C(Cc1ccccc1)c1nnc(-c2ccccc2)o1
 : -3	1.1	-2	2.2	-3	-4	0.8	-0.4	-1	0.1
COc1ccc(OC)c(S(=O)(=O)N2CCC(C(=O)Nc3ccc(C)c(C)c3)CC2)c1
 : -8	0.9	1	3.2	22	-25	1	-0.2	-8	3.7
O=C(COC(=O)[C@H](Cc1ccccc1)NC(=O)c1ccco1)NC(c1ccccc1)c1ccccc1
 : nt	0.9	-3	3.7	-3	-15	0.9	0.5	4	1.6
Cc1ccccc1NC(=O)C12CC3CCC1(C)C3(C)CO2 (stereo unspecified)
 : -7	1	1	0.7	3	-4	1	-0.2	-8	5.4
CCCCCC(C)NC(=S)NC(=O)c1cc(S(=O)(=O)N2CCOCC2)ccc1C (stereo unspecified)
 : 18	0.8	-4	2.7	18	-16	0.9	-0.3	-4	-0.1
COc1cc(C2C3=C(CCCC3=O)Nc3[nH]n(-c4ccccc4)c(=O)c32)ccc1OC(C)=O (stereo unspecified)
 : -21	1.6	-2	-0.8	1	-2	2*	0.0	0	-0.8
COc1ccccc1C(=O)Nc1ccc(S(=O)(=O)N2CCCC2)cc1
 : -10	0.9	-4	5.1	-1	-2	1	0.0	0	-0.8
O=C(NCCn1cc(SCc2ccccc2F)c2ccccc21)c1c(F)cccc1F
 : 0	0.9	3	4.2	-1	-1	0.9	-0.1	-4	0.3
O=C(CSc1ccc2nnc(-c3ccncc3)n2n1)N1CCc2ccccc21
 : -25	1	nt	nt	nt	-13	1	nt	-1	nt
O=C(CCN1C(=O)c2ccccc2C1=O)NCCN1CCOCC1
 : 7	0.9	2	-1.0	-5	-7	0.9	0.0	-1	2.1
CCn1cc(CN(C)C(=O)/C=C/c2ccc([N+](=O)[O-])cc2)c(C)n1
 : -4	0.9	-1	1.9	-1	-11	0.9	-0.3	3	-0.2
